Screening data (PubChem BioAssay)
EPAC1 antagonist: blocks human EPAC1 exchange factor. Potency, µM (highest dose often 115 µM), for the others: at the top dose activity change, negative = inhibition, hits mostly inhibitors. AID 720709. O95398. EPAC1 GEF assay, Rap1b-BODIPY-GDP exchange fluorescence. 360,000 tested, 0.14% active;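 also: potency is read from the fitted curve at half-maximal effect; plate controls were vehicle for no effect and positive control for full effect; nearly all actives have a fitted effect of over 50% in size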
Target sequence (O95398 whole entry, looked up): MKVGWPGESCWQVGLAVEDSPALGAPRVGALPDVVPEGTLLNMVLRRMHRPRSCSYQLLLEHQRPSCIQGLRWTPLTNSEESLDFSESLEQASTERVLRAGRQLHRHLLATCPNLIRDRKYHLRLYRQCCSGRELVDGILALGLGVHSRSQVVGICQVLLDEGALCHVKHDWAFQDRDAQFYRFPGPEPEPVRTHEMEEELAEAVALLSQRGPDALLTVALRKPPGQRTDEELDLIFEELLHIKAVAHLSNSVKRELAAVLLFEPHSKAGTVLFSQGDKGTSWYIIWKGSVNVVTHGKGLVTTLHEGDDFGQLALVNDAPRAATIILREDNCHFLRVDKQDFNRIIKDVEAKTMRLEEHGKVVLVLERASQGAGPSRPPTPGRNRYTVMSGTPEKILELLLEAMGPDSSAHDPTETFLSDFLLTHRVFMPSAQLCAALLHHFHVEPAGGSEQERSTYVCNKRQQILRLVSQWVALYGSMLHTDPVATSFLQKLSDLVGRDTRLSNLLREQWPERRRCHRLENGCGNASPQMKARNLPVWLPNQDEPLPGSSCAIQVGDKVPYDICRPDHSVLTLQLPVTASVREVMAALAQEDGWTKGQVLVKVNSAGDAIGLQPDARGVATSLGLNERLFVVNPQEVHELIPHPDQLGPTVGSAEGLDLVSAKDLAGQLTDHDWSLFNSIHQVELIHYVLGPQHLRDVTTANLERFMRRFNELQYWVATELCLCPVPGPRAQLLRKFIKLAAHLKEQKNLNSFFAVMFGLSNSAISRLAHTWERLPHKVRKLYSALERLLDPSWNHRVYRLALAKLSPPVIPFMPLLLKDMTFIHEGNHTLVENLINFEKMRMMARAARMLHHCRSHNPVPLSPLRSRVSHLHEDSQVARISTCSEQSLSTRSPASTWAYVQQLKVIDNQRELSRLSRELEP
PLK1 PBD block: blocks phosphopeptide binding to human PLK1 polo-box domain. Plk1 PBD binding of FITC phosphopeptide, fluorescence polarization. 360,000 tested, 2.8% active. Potency, µM, inactives show max response, negative = inhibition, hits mostly inhibitors. AID 720504. P53350; also: potency is read from the fitted curve at half-maximal effect; series mostly up to about 57 µM; % is scaled to controls: 0 for no effect and ±100 for the full control effect; nearly all actives have a fitted effect of over 65% in size
EPAC2 ag: agonists of human EPAC2 (RAPGEF4) | EPAC2 activation, biochemical qHTS; response scale: 100% = 6.5 mM cAMP response | Q8WZA2 | Potency, µM (highest dose often 154 µM), inactives show at the highest dose activation, actives largely listed as activators | 360,000 tested, 0.079% active; also: potency is read from the fitted curve at half-maximal effect; nearly all actives have a fitted effect of over 50% in size
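Compounds were titrated in qHTS against a Rap1B-BODIPY-GDP (250 nM) complex with EPAC2 (100 nM) and GDP (50 uM). BODIPY-GDP release tracked at 480/540 nm over 30 min at room temperature, normalized to 6.5 mM cAMP.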
WRN inhibitor: blocks human WRN helicase | Q14191 | WRN helicase unwinding, fluorescent forked duplex, kinetic | Potency, µM (top dose mostly 114 µM), for inactives: at the top dose activity change, negative = inhibition, most hits filed as inhibitors | 360,000 tested, 0.46% active; also: potency is read from the fitted curve at half-maximal effect; % is scaled to controls: 0 for no effect and ±100 for the full control effect; nearly all actives have a fitted effect of over 55% in size
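Kinetic red-fluorescence monitoring (525/598 nm) tracks WRN helicase activity after 100 nM fluorophore-quencher forked duplex and 2 mM ATP are added to 20 nM enzyme pretreated 15 min at room temperature with compound.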
EPAC1 agonist: activates human EPAC1 exchange factor; O95398; EPAC1 agonist qHTS, biochemical assay; response scale: 100% = response to 6.5 mM cAMP; Potency, µM (titrated, usually from 154 µM), for the others: at the top dose activation, actives largely listed as activators; 360,000 tested, 0.073% active; AID 720707; also: potency is read from the fitted curve at half-maximal effect; nearly all actives have a fitted effect of over 60% in size
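Read-out is the fluorescence drop as BODIPY-GDP leaves Rap1B (480 nm excitation, 540 nm emission), recorded every 5 minutes over 30 minutes. Reactions held 100 nM EPAC1, 250 nM Rap1B–BODIPY-GDP and 50 uM GDP, with 6.5 mM cAMP setting full activation.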
CCT modulator: cytosolic chaperonin activity modulation | purified chaperonin ATPase assay, HTRF ADP detection, 30 min | activity change, % (test concentration not listed), hits read low | 360,000 tested, 0.3% active; in the data active = activity change below about -30%; also: % is scaled to controls: 0 for no effect and ±100 for the full control effect
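First, chaperonin was dispensed at 40 nM or 20 nM final depending on batch activity. Next, compounds were pinned at 76 uM and ATP added at 10 uM. After 30 min at 37 °C, ADP detection reagents ran 30 min at ambient temperature.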
PI5P4K alpha inh: PI5P4K alpha (human) kinase inhibition; P48426; PI5P4Kalpha enzyme, ADP-Glo luminescence, 60 min; active compounds read low; max response, %; 330,000 tested, 1.2% active; AID 652105; active = max response of -50% or lower; inconclusive = between -30% and -50%; inactive = -30% or higher; also: value at the top dose of about 77 µM; % is scaled to controls: 0 for no effect and ±100 for the full control effect
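Compounds were pin-transferred onto PI5P4Kalpha and substrate in HEPES pH 7.4 buffer with EGTA, CHAPS and 5% DMSO. ATP (5 microM final) started the reaction, which ran 60 minutes at room temperature before ADP-Glo detection.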
IL-2 act: activates IL-2 in a cell-based reporter assay; IL-2 activation reporter assay, cell-based qHTS; stimulated with anti-CD3/CD4/CD28 beads; in transgenic mouse T cells; activation, % (series mostly up to about 46 µM); 360,000 tested, 0.065% active; AID 652025; in the data active = activation above about 50%; inconclusive = mostly about 30% to 49%; also: 0% is about no effect
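Unstimulated transgenic mouse T cells; 60-min compound exposure; bead-based TCR/CD4/CD28 stimulation; 18 h culture, 37 degrees C; dual fluorescence (EGFP, DsRed) plate cytometry.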
* = called active by the depositor; ? = inconclusive; . = not tested or not shown; [ ] = dose if it differs, or a comment. Unless noted, calls follow the shape of the dose curve; as a rule, active = well fitted curve in the direction sought with a large enough effect; inconclusive = small, poorly fitted or top-dose-only effect, or another doubt; inactive = no such curve, though single readings can be large; an effect the other way counts as inactive or inconclusive.

#1 COc1cc(-c2ccc(=O)[nH]n2)ccc1OC(F)F
#2 CC1CCC(CN2C(Nc3ccccc3)=NC[C@@H]2Cc2ccccc2)CC1 (stereo partly specified)
#3 COc1ccc(CC(=O)N2CCc3ccccc3C2)cc1
#4 Cc1cc(C)nc(NC(=O)c2ccc(Cl)cc2Cl)n1
#5 CC(=O)Nc1ccc(NC(=O)c2ccccc2CC[N+](=O)[O-])cc1
#6 CCc1ccccc1NC(=O)c1cc(-c2cccc(O)c2)on1
#7 O=C(NCc1cccnc1)c1cc(C2CCCCN2C(=O)c2ccc3ccccc3c2)on1 (stereo unspecified)
#8 CC(/C=C/c1ccccc1)=N\NC(=O)CSc1ccccn1
#9 O=C(Nc1nn[nH]n1)C12CC3CC(CC(C3)C1)C2
#10 O=C(O)C1CC=CCC1C(=O)Nc1cc(Cl)ccc1Cl (stereo unspecified)

Screen / compound no.	1	2	3	4	5	6	7	8	9	10
EPAC1 antagonist	-5%	-6%	-14%	-9%	2%	18%	-11%	16%	5%	8%
PLK1 PBD block	7%	-9%	-3%	-14%	-1%	-1%	-9%	1%	0%	-20%
EPAC2 ag	5%	4%	1%	8%	-3%	-3%	16%	4%	-2%	2%
WRN inhibitor	1%	-26%	-2%	1%	-3%	6%	-2%	-5%	-1%	-15%
EPAC1 agonist	-14%	-8%	-13%	4%	-6%	0%	6%	-11%	-5%	-2%
CCT modulator	1.5	-1.4	-0.2	-1.6	2.1	0.4	-3.6	1.3	-0.4	-1.6
PI5P4K alpha inh	0	0	10	-1	2	-4	-5	?	.	-10
IL-2 act	-0.5	-0.6	-1.8	-3.3	-0.2	-2.3	1.8	-0.6	0.2	1.5

Full records as entered above. Screens in order: EPAC1 antagonist | PLK1 PBD block | EPAC2 ag | WRN inhibitor | EPAC1 agonist | CCT modulator | PI5P4K alpha inh | IL-2 act
O=C(NCc1cccnc1)c1cc(C2CCCCN2C(=O)c2ccc3ccccc3c2)on1 (stereo unspecified) reads -11% | -9% | 16% | -2% | 6% | -3.6 | -5 | 1.8
O=C(Nc1nn[nH]n1)C12CC3CC(CC(C3)C1)C2 reads 5% | 0% | -2% | -1% | -5% | -0.4 | . | 0.2
COc1cc(-c2ccc(=O)[nH]n2)ccc1OC(F)F reads -5% | 7% | 5% | 1% | -14% | 1.5 | 0 | -0.5
CC1CCC(CN2C(Nc3ccccc3)=NC[C@@H]2Cc2ccccc2)CC1 (stereo partly specified) reads -6% | -9% | 4% | -26% | -8% | -1.4 | 0 | -0.6

Further structures
#11 CNS(=O)(=O)c1ccc(C(=O)NCC(=O)NCC2COc3ccccc3O2)cc1 (stereo unspecified)
#12 O=c1[nH]c2ccccc2n1CCCN1CCCCC1
#13 NC(=O)C1CCN(C(=O)c2ccc(Oc3ccccc3)cc2)CC1
#14 CN(C)CCN(C(=O)C1CCN(S(=O)(=O)c2cccs2)CC1)c1nc2ccc(F)cc2s1
#15 CC(=O)[C@@]1(O)CC[C@H]2[C@@H]3C[C@H](C)C4=CC(=O)CC[C@]4(C)[C@H]3CC[C@@]21C
#16 C/C(=N\NC(=O)COc1ccc2ccccc2c1)c1cccs1
#17 CCCn1c(=O)c2ccccc2n2c(SCCOc3ccc(Cl)cc3)nnc12
#18 O=[N+]([O-])c1ccc2c(c1)nc1n2CCN(C2CCCCC2)C1
#19 COc1ccc(-c2nnn(CC(=O)N(CC(=O)NC3CCCC3)c3cccc(C)c3)n2)cc1OC
#20 COc1ccc(NC(=O)CN2CC(C)OC(C)C2)cc1Cl (stereo unspecified)

Screen / compound no.	11	12	13	14	15	16	17	18	19	20
EPAC1 antagonist	-23%	-28%	11%	8%	0%	8%	8%	-26%	-1%	7%
PLK1 PBD block	-27%	-25%	-8%	3%	-12%	1%	-2%	-15%	2%	-3%
EPAC2 ag	11%	-22%	3%	5%	0%	-9%	7%	2%	4%	0%
WRN inhibitor	0%	-6%	15%	-10%	-9%	13%	-1%	-1%	1%	2%
EPAC1 agonist	12%	-12%	7%	-4%	-1%	-14%	2%	8%	2%	0%
CCT modulator	0.0	1.0	2.8	2.1	1.9	0.5	-0.1	-3.9	-0.9	-2.3
PI5P4K alpha inh	1	7	.	-1	9	-29	.	1	.	2
IL-2 act	0.2	0.0	-2.4	-0.3	2.5	-1.1	0.6	-1.0	0.4	-2.0

#21 CC(NC(N)=O)C12CC3CC(CC(C3)C1)C2 (stereo unspecified)
#22 COc1cc(C(=O)NCC(=O)N/N=C/c2ccc(-c3cccc([N+](=O)[O-])c3)o2)cc(OC)c1OC
#23 O=C1c2ccccc2S(=O)(=O)N1CCCN1C(=O)c2ccccc2S1(=O)=O
#24 C[C@@H]1CN([C@@H](C)CO)C(=O)CCCn2nncc2CO[C@H]1CN(C)C(=O)C1CCCCC1
#25 CCOC(=O)c1cc(C(=O)Nc2ccc(C)c(F)c2)nn1C
#26 O=S(=O)(NCc1ccco1)c1ccc2ccccc2c1
#27 O=C(Nc1cn(-c2ccccc2)nc1-c1ccccc1)c1ccccc1
#28 C/C(=N/NC(=O)c1ccc(Br)o1)C(C)C
#29 Cc1cccc(CSCC(=O)NCc2ccc(S(N)(=O)=O)cc2)c1
#30 O=C1CSC(=NC(=O)c2ccccc2)N1

Screen / compound no.	21	22	23	24	25	26	27	28	29	30
EPAC1 antagonist	11%	-7%	-2%	9%	0%	-14%	5%	-5%	-10%	17%
PLK1 PBD block	2%	-13%	-2%	0%	-4%	-2%	-3%	-5%	-1%	-10%
EPAC2 ag	-3%	8%	8%	2%	-5%	10%	10%	-1%	8%	5%
WRN inhibitor	-7%	0%	-22%	5%	5%	-34%	-6%	-3%	9%	-22%
EPAC1 agonist	3%	1%	10%	-7%	1%	5%	9%	10%	-5%	-3%
CCT modulator	0.3	-0.5	-0.7	1.2	-0.2	-1.9	0.8	1.9	-3.5	-0.1
PI5P4K alpha inh	.	-8	1	-10	.	0	2	-3	1	.
IL-2 act	1.8	-1.8	-0.2	-1.4	4.1	-0.7	-1.0	-1.8	-0.1	-0.3

#31 CCOC(=O)C1CCCN(CC(O)COc2cccc(C)c2)C1 (stereo unspecified)
#32 CCOC(=O)c1c(C)[nH]c(C)c1S(=O)(=O)NC1CCN(C(=O)OCC)CC1
#33 O=C(CC1Sc2ncnn2C1=O)Nc1ccccc1 (stereo unspecified)
#34 Cc1ccnc(SCCn2c(N3CCC(C)CC3)nc3c2c(=O)[nH]c(=O)n3C)n1
#35 N#Cc1ccc(NC(=O)COC(=O)CNC(=O)C2CCCCC2)cc1
#36 Cc1cc(C)nc(-n2nc(C)cc2NC(=O)CNCc2ccccc2)n1
#37 Cc1ccc(S(=O)(=O)N[C@@H](CC(C)C)C(=O)N2CCC(C(=O)N[C@@H](Cc3ccccc3)C(=O)O)CC2)cc1
#38 CCN(CC)CCCn1c2c(c(SCC(=O)Nc3ccc(C)c(F)c3)nc1=O)CCC2
#39 CN(CC(=O)NCc1ccco1)S(=O)(=O)c1ccc2c(c1)n(C)c(=O)c(=O)n2C
#40 COc1ccc(CNC(=O)C(c2ccc(C)o2)N(C(=O)c2snc(C(N)=O)c2N)c2ccccc2OC)cc1 (stereo unspecified)

Screen / compound no.	31	32	33	34	35	36	37	38	39	40
EPAC1 antagonist	5%	8%	-1%	8%	11%	?	8%	7%	-4%	-12%
PLK1 PBD block	-5%	-13%	-21%	3%	-1%	-1%	0%	-1%	-5%	3%
EPAC2 ag	4%	4%	9%	1%	0%	-4%	1%	-4%	4%	10%
WRN inhibitor	-16%	1%	8%	-2%	3%	-2%	5%	-5%	-5%	-11%[57.1 µM]
EPAC1 agonist	0%	1%	15%	11%	-1%	1%	-18%	-4%	2%	-5%
CCT modulator	-0.3	2.2	-3.4	-1.1	-0.8	-2.5	1.7	0.9	-0.4	-0.6
PI5P4K alpha inh	3	-6	.	0	-1	6	-1	10	.	8
IL-2 act	0.2	1.5	-0.7	-0.5	1.9	3.8	1.8	-2.0	0.3	-0.4

#41 CC(O)(c1cccnc1)c1nc(-c2ccoc2)cs1 (stereo unspecified)
#42 O=C(CSc1nc2cc(S(=O)(=O)N3CCOCC3)ccc2o1)NC1CCCc2ccccc21 (stereo unspecified)
#43 COc1ccc(-n2nc3c(c2NC(=O)COc2ccccc2)CS(=O)C3)cc1 (stereo unspecified)
#44 O=Cc1cc(-c2ccccc2)[nH]c1-c1ccccc1
#45 Cc1ccc(OCCC(=O)OCC(=O)Nc2ccccc2)cc1
#46 C=CCNC(=S)/N=c1/ccccn1CC
#47 O=c1[nH][nH]c2c1[C@H](CCc1cccc(Cl)c1)O[C@H](C1CCCC1)C2
#48 CC(=O)Nc1ccc(CCc2nc3ccccc3[nH]2)cc1
#49 O=C(NCCc1cccs1)c1ccc(CS(=O)Cc2cccc(Cl)c2)o1 (stereo unspecified)
#50 CC(C)C(=O)Nc1cccc(C(=O)NCc2ccc(S(N)(=O)=O)cc2)c1

Screen / compound no.	41	42	43	44	45	46	47	48	49	50
EPAC1 antagonist	-6%	2%	-5%	1%	-14%	5%	-13%	-6%	7%	-1%
PLK1 PBD block	-5%	6.7µM*	-2%	-7%	-8%	-17%	2%	-7%	-13%	0%
EPAC2 ag	7%	-3%	7%	0%	-6%	-1%	0%	9%	8%	-2%
WRN inhibitor	-6%	-5%	-26%	5%	-6%	7%	-3%	-21%	-2%	4%
EPAC1 agonist	-6%	-2%	-8%	0%	7%	-4%	-7%	-3%	10%	0%
CCT modulator	1.2	2.4	-3.5	-0.7	0.8	0.8	-0.7	-2.5	0.0	-4.5
PI5P4K alpha inh	5	-22	-12	2	-3	-10	22	17	1	.
IL-2 act	1.8	-1.3	0.7	-1.3	-2.6	-0.3	1.1	-1.1	-0.5	-1.1

#51 Cc1ccc(NCCCCO)cc1C
#52 COCCNC(=O)c1ccc2c(=O)n(CCOC)c(=O)[nH]c2c1
#53 Cc1cccc(OCC(=O)N/N=C/c2cc([N+](=O)[O-])ccc2N2CCOCC2)c1
#54 Oc1cccc2ccc[n+](CC(O)Cn3c4ccccc4c4ccccc43)c12 (stereo unspecified)
#55 COc1ccc(CN(C)Cc2nc(Cc3ccccc3Cl)no2)cc1OC

Screen / compound no.	51	52	53	54	55
EPAC1 antagonist	5%	2%	-1%	-2%	-29%
PLK1 PBD block	?	-9%	11%	-3%	-16%
EPAC2 ag	2%	0%	9%	-5%	1%
WRN inhibitor	-1%	0%	-14%	-31%	15%
EPAC1 agonist	6%	4%	-4%	-1%	-5%
CCT modulator	0.3	-0.9	-2.5	-0.8	-2.2
PI5P4K alpha inh	1	-6	-1	-2	2
IL-2 act	5.1	-4.7	-6.0	-0.6	-4.8

Only part of the results is shown, so the mix of outcomes need not match the whole.
